# HTR5A inv ctr – counter-screen for OPRM1-OPRD1 inverse agonists: human HTR5A inverse agonism; inhibition, % at 9.3 µM; P47898; HTR5A cell line, luminescence; 340,000 tested, 0.083% active; AID 504634; in the data active = inhibition mostly above about 23%, no sharp cut-off; inactive = mostly below about 18%;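 also: 0% = cells with DMSO and 100% = no-cell wells with DMSO; some compounds called inactive have numbers as strong as hits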
# Target sequence (P47898 whole entry, looked up): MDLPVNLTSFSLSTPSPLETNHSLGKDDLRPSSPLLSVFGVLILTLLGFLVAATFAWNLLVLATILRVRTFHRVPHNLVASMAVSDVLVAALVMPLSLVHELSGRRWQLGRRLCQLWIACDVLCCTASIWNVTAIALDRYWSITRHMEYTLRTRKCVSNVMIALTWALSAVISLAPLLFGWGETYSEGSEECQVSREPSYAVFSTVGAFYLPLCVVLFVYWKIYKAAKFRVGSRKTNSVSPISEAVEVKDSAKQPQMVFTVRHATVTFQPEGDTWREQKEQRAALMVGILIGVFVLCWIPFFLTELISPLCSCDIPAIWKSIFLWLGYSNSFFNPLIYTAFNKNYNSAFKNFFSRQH
# SUMO Mot1 rescue – SUMOylation pathway inhibition by Mot1-301 growth rescue. S. cerevisiae Mot1-301 growth rescue, ATP luminescence, 38.5C; percent above DMSO median, 100 means doubled. growth rescue, % at 18.8 µM. 320,000 tested, 1% active;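 active = every valid replicate shows activation above 250% relative to neutral control wells; inactive = the rest, any valid replicate at or below 250%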;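 also: OY570 slx delta 5 strain wells were the positive control but not used for scaling; some compounds called inactive have numbers as strong as hits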
# PfHsp90 yeast 2 – inhibits growth of yeast expressing Plasmodium falciparum Hsp90 | inhibition, % at 9.4 µM | 310,000 tested, 0.32% active | S. cerevisiae expressing PfHsp90, BacTiter-Glo ATP, 48 h; yeast lacking PDR1 and PDR3 efflux regulators | AID 504621;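 active = every replicate shows inhibition above about 80%, whatever the replicate mean, limit read from the data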;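 also: 0% = DMSO neutral controls and 100% = 20 µM radicicol positive controls; yeast relying on Plasmodium falciparum Hsp90 in place of its own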
# AddAB inh – less growth of phage-infected E. coli with AddAB | E. coli expressing H. pylori AddAB, absorbance growth | inhibition, % at 11.9 µM | 330,000 tested, 0.29% active | AID 435030; in the data active = inhibition above about 12%;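 also: 0% = vehicle wells of infected cells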
# E coli growth – bacterial growth inhibition, counter-screen for AddAB inhibitors; E. coli V3065 growth, OD600 absorbance, 18 h; inhibition, % at 11.9 µM; 330,000 tested, 0.27% active; AID 449728;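 active = inhibition above the campaign's mean inhibition across all tested compounds plus 3 SD, cut at about 9.9% in these data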;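 also: uninfected addAB+ strain grown without phage in ampicillin broth; 0% = DMSO wells and 100% = ciprofloxacin 0.95 µg/ml wells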
# Pemphigus Ab inh – blocks pemphigus antibody binding to human desmoglein-3; P32926; DSG3-coupled beads, scFv-anti-DSG3-GFP binding, flow cytometry; stronger effect = lower value; binding (percent of control), % at 10 µM; 310,000 tested, 0.48% active;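 active = binding more than 3 SD below its plate's average and above zero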;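 also: hits lower antibody fragment binding to DSG3; some compounds called inactive have numbers as strong as hits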
# HTR5A ag ctr – HTR5A agonism, opioid heterodimer counter-screen | activation, % at 9.3 µM | P47898 | AID 504692 | HTR5A agonist assay, luminescence, cell-based | 340,000 tested, 0.61% active; in the data active = activation mostly above about 9.5%, no sharp cut-off; inactive = mostly below about 7.6%;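 also: 0% = cells with vehicle only and 100% = reference agonist; strong numbers were not always called active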
# MOR-DOR ag – agonists of human mu-delta opioid receptor heterodimerization; P35372+P41143; cells, OPRM1-OPRD1 heterodimerization, luminescence; activation, % at 9.3 µM; 340,000 tested, 0.3% active; in the data active = activation above about 18%;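 also: 0% = vehicle-treated cells and 100% = reference agonist; values of inactives mirror those of a sister screen read the other way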
# MOR-DOR inv ag – inverse agonist of human OPRM1-OPRD1 heterodimerization | P35372+P41143 | cell-based MOR-DOR heterodimer luminescence, inverse agonism | inhibition, % at 9.3 µM | 340,000 tested, 0.21% active | AID 504357; in the data active = inhibition above about 22%, passing the limit was not always enough;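 also: 0% = cells with DMSO and 100% = wells without cells with DMSO; values of inactives mirror those of a sister screen read the other way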
# phage Ecoli inh – E. coli growth loss with phage present | growth absorbance | inhibition, % at 11.9 µM | 360,000 tested, 0.26% active | AID 651602; in the data active = inhibition above about 11%
# PKA-R1A act – PKA-R1A complex activation. 340,000 tested, 0.083% active. activation, % at 11.4 µM. P00514+P68181. PKA-R1A dissociation, Cy5-IP20 fluorescence polarization; scaled: DMSO 0%, 113 µM cGMP 100%. AID 504707;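 active = percent activation above the mean of all tested compounds plus 3 SD, cut at about 19% in these data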;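 also: higher means more PKAc released from R1A so a rise in polarization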
# * marks the source's active call; other numbers are inactive results; · = not tested or not shown; + = active, no number; & = joins results of further samples; ! = not confirmed by another sample.
SMILES,HTR5A inv ctr,SUMO Mot1 rescue,PfHsp90 yeast 2,AddAB inh,E coli growth,Pemphigus Ab inh,HTR5A ag ctr,MOR-DOR ag,MOR-DOR inv ag,phage Ecoli inh,PKA-R1A act
CCN1/C(=C\C=C\C2=[N+](CC)c3ccccc3C2(C)C)C(C)(C)c2ccccc21,38*,15,14,35*,30*,·,-11,8.5,-53,·,1
O=[N+]([O-])c1ccccc1CCl,-6,-12,·,3.0,2.7,105,1,-2.7,14,2.6,-5
CCCC(=O)NC(Oc1ccc(OC)cc1)C(Cl)(Cl)Cl (centres undefined),-15,11,-3,-1.7,1.5,88,6,-1.8,12,-0.2,4
Cn1c[n+](C)cc1C(O)c1ccccc1 (centres undefined),-5&-15,-4&-6,-26&23,3.6&4.2,-2.2&0.8,109,2&-6,-0.4&-1.3,2&7,-1.0&0.5,-6&10
COC(=O)CC1=C(C(=O)OC)C2(C(=O)N(C)c3ccccc32)C(C#N)=C(N)O1 (centres undefined),-1,-8,·,-1.6,-1.4,·,1,2.9,-17,2.2,-6
CC(C)(C#CC(=O)O)OOC(c1ccccc1)(c1ccccc1)c1ccccc1,6,-5,-62,-0.5,-1.6,105,-2,-1.7,8,-0.2,-1
COC(=O)C1=C(c2cc3ccccc3s2)C[C@@H]2CC[C@H]1N2C(=O)N1CCC(O)CC1,-6,-8,-12,1.1,-1.1,99,-2,-2.2,12,1.4,-8
CCN1CCN(C(=O)Cc2c(C)n(C(=O)c3ccc(Cl)cc3)c3ccc(OC)cc23)CC1,-4,103,·,-0.2,1.4,114,2,-3.6,17,3.1,6
C[C@@H]1O[C@@H](O[C@H]2C[C@@H](O)[C@]3(CO)[C@H]4[C@H](O)C[C@]5(C)[C@@H](C6=CC(=O)OC6)CC[C@]5(O)[C@@H]4CC[C@]3(O)C2)[C@H](O)[C@H](O)[C@H]1O,-33,2&179,-2,-0.4&0.6,0.0&-3.6,116,30*,70*,-386,·,-3
Cc1cc(N2CCN(C)CC2)nc2ccccc12,-34,-4,-12,0.7,-1.0,111,9.1*,-0.1,1,1.7,1
BrCC1C[n+]2c(SCc3ccccc3)nc3sc4c(c3c2O1)CCCC4 (centres undefined),-10,-1,6,2.3,-0.7,·,4,3.2,-16,3.1,4
O=P(Nc1cccc(F)c1)(Oc1ccccc1F)Oc1ccccc1F,-2,130,-14,3.1,-1.6,·,1,9.3,-46,1.6,5
CCOC(=O)c1cc(C)sc1/N=C/C1C(=O)NC(=S)NC1=O,12,11,-3,-0.9,-3.7,69*,0,5.5,-28,3.6,-8
COC(=O)C(C)Oc1cc(C)cc2oc(=O)c3c(c12)CCCC3 (centres undefined),-13,0,-18,1.5,0.6,93,3,0.5,-3,-0.8,2
O=P(NS(=O)(=O)c1ccc(Br)cc1)(Oc1ccccc1)Oc1ccccc1,-2,-17,2,2.8,-1.8,106,1,2.2,-13,0.8,-9
CC(C)(C)c1ccc(O)c(N=Cc2c(O)ccc3ccccc23)c1,25,5,-15,4.0,-2.1,99,1,16,-80,3.4,2
CC(=O)N1CC(=O)Nc2ccc(Cl)cc2C1c1ccccc1 (centres undefined),19,+,-7,0.2,-1.3,117,-5,-4.3,19,0.6,4
O=C1CC(N2CC=C(c3ccccc3)CC2)C(=O)N1c1ccc(F)cc1 (centres undefined),-5,31,-88,2.1,1.4,110,2,-0.9,5,3.5,0
CCN1CCN(S(=O)(=O)c2ccc(Cl)nc2)CC1,7,0,6,0.2,0.6,74,-3,-2.5,14,1.2,-9
CC1CCN(CC(=O)c2cccc(C(F)(F)F)c2)CC1,0,3,-12,-0.5,-0.5,98,0,-3.5,16,1.9,-2
COC(=O)C1=C(c2ccc(Cl)c(C(F)(F)F)c2)C[C@@H]2CC[C@H]1N2C(=O)NC(C)C,6,-1,-8,1.3,-1.8,102,6,-2.1,12,1.3,0
COC(=O)C1=C(c2cccc(C#N)c2)C[C@@H]2CC[C@H]1N2C(=O)NCCOc1ccc(OC)cc1,-11,8,13,2.1,0.7,99,7,-3.5,16,3.0,-7
O=c1[nH]c(=O)n(Cc2ccccc2Cl)c(O)c1C=Nc1ccc(F)cc1,11,0,16,3.3,2.2,83,-5,1.5,-10,3.9,0
COc1ccc(OC)c([C@@H](O)[C@H](C)NC(C)(C)C)c1,-4,2&57,-8,0.8,-1.4,·,1,-2.1,11,3.0,1
CC1CCC(C)(NS(=O)(=O)OCC(Cl)(Cl)Cl)CC1 (centres undefined),-43,18,3,5.0,2.0,95,2,7.5,-41,4.2,4
SMILES,HTR5A inv ctr,SUMO Mot1 rescue,PfHsp90 yeast 2,AddAB inh,E coli growth,Pemphigus Ab inh,HTR5A ag ctr,MOR-DOR ag,MOR-DOR inv ag,phage Ecoli inh,PKA-R1A act
ON1C2CCCCC2N(O)C1c1ccccc1 (centres undefined),15,-4,15,3.5,-1.5,97,3,-7.8,45*,1.7,7
COc1cccc(C(=O)C2CCCN(Cc3ccc(F)cc3)C2)c1 (centres undefined),11,-2,2,-2.6,-0.6,101,-3,3.6,-17,1.5,1
CCOC(=O)c1ccc(N=C(c2ccccc2)c2c(O)n(C)c(=O)n(C)c2=O)cc1,-20,-3,-6,2.1,0.0,99,0,-2.6,13,1.0,-3
COc1cccc(C(=O)C2CCCN(Cc3ccc4nsnc4c3)C2)c1 (centres undefined),-39,158,-12,-1.6,0.4,107,-1,3.5,-19,3.5,-7
CC(=O)/C=C/c1ccccc1,3,·,-35,1.3,-2.9,99,1,-2.4,12,0.7,0
COP(=O)(C#Cc1ccccc1)C(O)c1ccc(Br)cc1 (centres undefined),-4,-4,1,4.3,-2.0,114,-3,-1.8,9,0.8,3
CN1C(=O)c2ccccc2NC(=O)[C@]12O[C@@H]2c1ccccc1,-8,4,5,3.5,2.7,106,-2,-3.4,17,2.6,5
O=c1[nH]c(=S)[nH]c(O)c1/C=N/N1CCOCC1,13,4,-12,-1.8,-1.2,103,2,0.5,-2,2.7,4
CCc1ccc(-c2nn(Cc3ccccc3)cc2C=O)cc1,9,-20,-42,0.5,1.9,102,2,-1.8,8,1.7,-8
CN1C(=O)C(=Cc2ccccc2OCc2ccc(C(=O)O)cc2)C(=O)N(C)C1=O,-4,1,-7,2.7,-2.1,104,1,-0.9,5,2.5,2
CC1CN(O)C2CCc3nonc3C12O (centres undefined),22,2,7,0.5,-1.1,105,-9,-8.7,43*,0.7,-8
CC(=O)OC1C2CCCC1C(N1CCCC1)CC2 (centres undefined),1&3,81&8,-23&22,4.3&3.5,0.8&-1.0,·,13*!,-2.7&-5.3,12&22,2.5&0.3,-20&-14
CC(C)c1ccc(OCC(=O)N2CCN(C)CC2)c(Br)c1,-23,10,14,2.7,-2.5,127,9,-3.5,16,1.6,-2
COc1ccc(OCC(=O)N2CCN(Cc3c[nH]c4ccccc34)CC2)cc1,-28,·,-27,·,·,114,1,1.7,-10,-0.5,5
COC(=O)C(O)(c1c(C)[nH]c2ccccc12)C(F)(F)F (centres undefined),8,5,-15,-4.0,-1.4,96,1,0.5,-3,1.1,7
O=C(N/N=C/c1c(O)n(Cc2ccc(F)cc2)c(=O)[nH]c1=O)c1ccccc1,-16,-12,-1,-1.0,-2.2,103,0,-2.0,10,-1.5,-4
COc1ccc(CCn2c(O)c(C=NC3CC3)c(=O)[nH]c2=O)cc1OC,-18,-5,28,-0.8,-2.6,106,-5,-0.6,4,2.2,0
Cc1nc2ccccn2c1P(=S)(N1CCCCC1)N1CCCCC1,15,24,1,2.9,-0.4,106,2,4.7,-24,2.7,-10
Cc1cccc(C#N)c1,-2,240,-5,0.0,-2.1,101,1,-2.9,15,0.9,-2
CCOc1ccc(-n2c(O)c(C=NCCN(CC)CC)c(=O)[nH]c2=O)cc1,15,90,26,0.2,1.8,96,-6,-2.1,11,3.9,2
OC12Oc3ccccc3C=C1N1CCC2CC1 (centres undefined),-16,-3,11,3.0,0.0,·,6,-1.2,5,2.9,-5
O=C(COc1ccccc1)N1CCN(Cc2c[nH]c3ccccc23)CC1,-38,-18,-7,0.8,-0.1,76,15,-1.4,8,2.6,-14
Cn1c(=O)cc(OCCCC(=O)N2CCC3(CC2)OCCO3)c2ccccc21,-3,49,-17,-1.4,-0.6,·,1,-3.4,21,2.4,-2
O=c1cccc2n1CC1CC2CN(c2nc(N3CCCCC3)nc(N3CCCCC3)n2)C1 (centres undefined),-20,·,-9,0.4,0.8,102,-3,-1.6,8,-0.9,0
COC(=O)C1=C(c2ccc(F)cc2OCc2ccccc2)C[C@@H]2CC[C@H]1N2C(=O)NCc1ccc(Br)cc1,-15,10,15,2.5,-1.1,99,2,1.1,-6,1.3,-7
SMILES,HTR5A inv ctr,SUMO Mot1 rescue,PfHsp90 yeast 2,AddAB inh,E coli growth,Pemphigus Ab inh,HTR5A ag ctr,MOR-DOR ag,MOR-DOR inv ag,phage Ecoli inh,PKA-R1A act
CCn1cc(C(=O)c2cccs2)c2ccccc21,8,187,·,0.1,-1.6,98,0,-2.5,14,2.7,-11
Cc1cccc(OCC(=O)N2CCN(Cc3ccc4c(c3)OCO4)CC2)c1,-2,173,-15,-1.1,-2.0,123,1,-3.3,17,2.5,0
CCC1CCC(C)N(N=O)C1 (centres undefined),6,·,·,·,·,98,-2,-0.9,5,0.9,-7
CCC[N+]12CCC(CC1)C(=C(c1ccccc1)c1ccccc1)C2,0,-12,29,2.2,1.0,125,2,-0.7,4,0.6,7
CC1CCCC(C2(O)C(=O)Nc3ccccc32)C1=O (centres undefined),3,1,-8,1.0,-4.5,·,-1,-3.0,12,0.6,3
C=CCn1c(O)c(C(C)=NCC2CCCO2)c(=O)[nH]c1=O (centres undefined),·,16,6,5.2,0.8,95,·,·,·,3.8,·
CCOC(=O)[C@@]1(C#N)C(c2ccc(Cl)c(Cl)c2)[C@H](C(N)=O)N2C=C(C(C)=O)C=C[C@H]21 (some centres undefined),-25,3,-46,4.5,0.9,114,10,-1.4,6,0.6,-3
CCn1ccnc1CN1CCCC(C(=O)c2ccc(SC)cc2)C1 (centres undefined),-38,-12,-1,3.8,-1.4,122,4,-2.0,13,1.9,-20
Cc1cc(OCC(=O)NC(Cc2ccc(Cl)cc2)C(=O)O)c2c3c(c(=O)oc2c1)CCC3 (centres undefined),10,13,10,3.0,-1.0,101,-2,-1.7,8,2.0,9
O=[N+]([O-])c1ccc(CN2CC=C(c3ccccc3)CC2)cc1,3,16,-19,-0.4,-0.8,106,0,0.4,-3,·,8
CCN(CC)c1ccc(CNCCc2ccc(F)cc2)cc1,-4,-13,17,3.1,1.5,101,1,2.3,-12,3.1,2
COc1cc2c(c(OC)c1OC)-c1ccc(O)c(=O)cc1[C@@H](N)CC2,-11,-8,16,6.2,1.2,95,0,-2.5,13,5.7,-10
Cc1cc(C)cc(NC(=S)NC2CC3CCCC(C2)N3Cc2cccs2)c1 (centres undefined),-3,-12,8,2.6,1.4,120,11,3.7,-22,1.8,-3

# Screens (PubChem)

# Some of the compounds tested; the hit share may differ from the screen's.
